SUMO1-SIM PPI: modulators of SUMO1 protein-protein interactions, primary screen, biochemical, uHTS. SUMO1 binding to a labelled peptide, TR-FRET, 1 h. Small ubiquitin-related modifier 1 (Homo sapiens), P63165. inhibition, % at 20 µM. hit rate 0.33% among 360,000; in the data active = inhibition above about 37%
Target sequence (P63165 whole entry, looked up): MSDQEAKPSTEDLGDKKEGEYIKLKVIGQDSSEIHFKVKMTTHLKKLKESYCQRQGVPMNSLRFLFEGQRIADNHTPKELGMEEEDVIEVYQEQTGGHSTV
STEP inh: STEP phosphatase inhibitors, primary screen, biochemical, fluorescence intensity, uHTS | recombinant STEP, OMFP fluorogenic substrate | hit rate 0.25% among 360,000 | Tyrosine-protein phosphatase non-receptor type 5 (Homo sapiens), P54829 | inhibition, % at 20 µM;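 active = inhibition at 20 µM, scaled per plate between control wells, above about 37%, limit read from the data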;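 also: 0% = DMSO with enzyme and substrate and 100% = substrate only without enzyme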
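System: isolated STEP enzyme; schedule: 20 min enzyme reaction at room temperature, protected from light; medium: Bis-Tris buffer pH 6.0, 2.5 mM DTT, 0.005% Tween 20; signal: fluorescence, 480/540 nm; dosing: single compound dose of 20 µM, 1% DMSO final; also added: OMFP substrate, 25 µM final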
Scp1 inh: Scp-1 phosphatase inhibitors, primary screen, biochemical, colorimetric, uHTS; Carboxy-terminal domain RNA polymerase II polypeptide A small phosphatase 1 (Homo …; Recombinant Scp1, phosphopeptide, malachite green phosphate absorbance; inhibition, % at 20 µM; hit rate 0.88% among 340,000; AID 493091, 2011;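 active = inhibition above about 50% at 20 µM, limit read from the data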;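 also: plate controls were DMSO wells with enzyme for no effect and wells lacking enzyme for full effect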
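Assay system: SCP-1 catalytic fragment, aa 76-261 | Buffer or medium: Tris acetate buffer pH 5.5 with MgCl2 and Tween-20 | Compound: One concentration, 20 µM, with 1.0% DMSO | Also added: Phospho 17-mer peptide substrate | Signal: Absorbance at 630 nm | Incubation: 45 min enzyme reaction at room temperature | Measure: % inhibition of SCP-1 phosphate liberation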
Tb MetRS inh: T. brucei MetRS inhibitors, primary screen, biochemical, luminescence; methionyl-tRNA synthetase (Trypanosoma brucei brucei); purified T. brucei MetRS, ATP depletion, Kinase-Glo luminescence; inhibition, % at 11.9 µM; hit rate 0.4% among 360,000;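 active = inhibition above a per-plate cutoff of the control wells' mean inhibition plus 3 SD, cut at about 5.5% in these data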;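 also: 0% = DMSO wells median and 100% = median of wells with control inhibitor compound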
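Material: T. brucei methionyl-tRNA synthetase, purified; reagent: substrates ATP, L-methionine and bulk Escherichia coli tRNA; dosing: 11.9 µM single point; timing: 15 min plus 2 h at 25 °C; detection: luminescence of leftover ATP; evaluation: % inhibition; control set: DMSO-only wells as low control; replicates: singlicate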
NadD inh: inhibitors of S. aureus NadD, primary screen, biochemical, colorimetric, uHTS; purified NadD enzyme, colorimetric absorbance read-out; inhibition, % at 20 µM; hit rate 0.78% among 360,000; AID 602399, 2012; in the data active = inhibition above about 26%; also: some compounds past the cut are filed as inactive
Rpn11 inh: Rpn11 (PSMD14) deubiquitinase inhibitors, primary screen, biochemical, fluorescence polarization, uHTS | 26S proteasome non-ATPase regulatory subunit 14 (Homo sapiens), O00487 | calls only at 20 µM | hit rate 0.59% among 360,000 | human 26S proteasome, Ub4-pepOG fluorescence polarization; 20S core pre-blocked with epoxomicin;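 active = inhibition at 20 µM, scaled to each plate's controls, above about 33%, limit read from the data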
Target sequence (O00487 whole entry, looked up): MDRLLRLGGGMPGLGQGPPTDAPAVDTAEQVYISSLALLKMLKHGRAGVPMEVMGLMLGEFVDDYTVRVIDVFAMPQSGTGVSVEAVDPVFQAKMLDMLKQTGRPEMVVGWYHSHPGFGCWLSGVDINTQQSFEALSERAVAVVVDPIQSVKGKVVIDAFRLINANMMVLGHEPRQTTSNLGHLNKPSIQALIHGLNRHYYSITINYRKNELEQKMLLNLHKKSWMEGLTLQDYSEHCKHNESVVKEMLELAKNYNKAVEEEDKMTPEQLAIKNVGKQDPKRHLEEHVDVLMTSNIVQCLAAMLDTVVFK
LMPTP block: LMPTP phosphatase inhibitors, primary screen, biochemical, fluorescence intensity, uHTS. recombinant LMPTP-A, OMFP fluorogenic substrate. inhibition, % at 20 µM. hit rate 0.22% among 360,000. AID 651560, 2012;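 active = compounds that cut the enzyme signal by at least half of the control window in the single-dose screen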;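 also: plate controls were DMSO wells with enzyme plus substrate for no effect and substrate without enzyme for full effect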
Target sequence (P24666 whole entry, looked up): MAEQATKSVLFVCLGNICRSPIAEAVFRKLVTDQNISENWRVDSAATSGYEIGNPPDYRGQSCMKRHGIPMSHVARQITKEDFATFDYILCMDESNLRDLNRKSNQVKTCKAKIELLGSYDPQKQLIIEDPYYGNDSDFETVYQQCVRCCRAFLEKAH
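Assay system: LMPTP-A enzyme. Input: 0.625 nM LMPTP-A final. Probe or stimulus: 400 µM OMFP. Compound dosing: single 20 µM dose. Schedule: 50 min dark incubation at room temperature. Detection: fluorescence intensity of OMFP turnover product. Read-out: percent inhibition versus substrate-only and uninhibited controls. Benchmarks: no-enzyme low control, uninhibited high control.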
DNMT1 block: human DNMT1 methyltransferase inhibitors, primary screen, biochemical, molecular beacon, fluorescence, HinP1I cleavage, uHTS; DNA (cytosine-5)-methyltransferase 1 (Homo sapiens), P26358; hit rate 0.83% among 360,000; inhibition (reported as % activation of signal), % at 10 µM; in the data active = inhibition above about 50%
MsrA inh: bovine MsrA enzyme inhibitors, primary screen, biochemical, absorbance, HTS | AID 651718, 2012 | inhibition, % at 15.5 µM | purified bovine MsrA, absorbance read-out | Methionine sulfoxide reductase A (Bos taurus) | hit rate 0.75% among 360,000; in the data active = inhibition above about 4.5%;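 also: 0% = vehicle wells with enzyme and 100% = reference inhibitor wells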
CSN inh: inhibitors of CSN-mediated cullin deneddylation, primary screen, biochemical, fluorescence polarization, uHTS. Purified CSN, SCF-Nedd8-OG deneddylation. COP9 signalosome complex subunit 5 (Homo sapiens), Q92905. inhibition, % at 12.5 µM. hit rate 0.38% among 360,000;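 active = pattern-corrected inhibition above about 35%, with an unprinted fluorescence ratio check between 0.5 and 1.5, limit read from the data, passing the limit was not always enough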;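 also: 0% = enzyme with substrate and 100% = substrate without enzyme; some results filed as inactive read as strong as hits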
Target sequence (Q92905 whole entry, looked up, one chain of several): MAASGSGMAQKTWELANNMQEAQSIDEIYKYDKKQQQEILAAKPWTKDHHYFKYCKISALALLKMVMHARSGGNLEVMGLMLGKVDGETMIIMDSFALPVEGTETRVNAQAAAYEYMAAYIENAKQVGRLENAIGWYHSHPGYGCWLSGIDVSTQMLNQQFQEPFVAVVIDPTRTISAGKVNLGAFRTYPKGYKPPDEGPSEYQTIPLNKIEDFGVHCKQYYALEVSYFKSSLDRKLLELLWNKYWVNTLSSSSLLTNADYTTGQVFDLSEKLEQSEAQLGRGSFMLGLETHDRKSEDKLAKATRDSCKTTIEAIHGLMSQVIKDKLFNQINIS
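assay system = purified human Csn5 enzyme expressed in HEK293T cells | amount = 0.24 nM enzyme | buffer or medium = Tris/NaCl/DTT buffer, pH 7.5 | reagent = 10 nM SCFSkp2-Nedd8OG | compound = one concentration, 12.5 µM, 0.25% DMSO | times = 90 min reaction at room temperature | signal = FP | read-out basis = % inhibition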
* hit, by the source's call; i = inactive; / = not tested or not shown.

SMILES	SUMO1-SIM PPI	STEP inh	Scp1 inh	Tb MetRS inh	NadD inh	Rpn11 inh	LMPTP block	DNMT1 block	MsrA inh	CSN inh
O=C(NCC12CC3CC(C1)CC(CNC(=O)N1CCCC1)(C3)C2)N1CCCC1	0	2	-3	-1.1	-9	i	0.0	0	-1.3	-11
CC(=O)Nc1ccc2c(COC(=O)[C@@H](NS(=O)(=O)c3ccc(C)cc3)C(C)C)cc(=O)oc2c1	-24	-3	5	0.0	-2	i	0.9	-4	2.3	-2
Cn1c(CNC(=O)c2ccco2)nnc1SCC(=O)c1ccc(F)cc1	4	-3	-4	-0.4	-5	i	-0.1	0	-1.2	4
CC(=O)NCCc1ccc(S(=O)(=O)NC2OC(=O)c3ccccc32)cc1 (stereo not drawn)	-2	1	0	-0.2	-1	i	-2.9	0	0.7	-4
COC(=O)c1ccccc1NC(=O)C1CC(=O)N(c2ccc(F)cc2)C1 (stereo not drawn)	19	0	-8	-1.0	0	i	-1.0	1	-0.1	0
COCCN(C(=O)CSCC(=O)Nc1ccc(C)cc1)c1c(N)n(CC(C)C)c(=O)[nH]c1=O	2	-2	-5	-0.3	-1	i	0.0	5	0.3	-2
Cc1ccc(C(=O)O)cc1S(=O)(=O)N1CCC(C(=O)O)CC1	2	4	3	-0.7	-5	i	-2.6	2	1.3	3
CCN1CCN(C(=O)CCN2C(=O)c3ccccc3C2=O)CC1	-4	2	-5	-0.6	-2	i	-1.4	3	0.1	2
O=C(NNC(=O)C(O)(c1ccccc1)c1ccccc1)C1CC1	-2	-4	-9	-0.6	-7	i	-0.8	1	0.5	0
CC1(C2CC2)NC(=O)N(CC(=O)Nc2ccc(SC(F)F)cc2)C1=O (stereo not drawn)	1	-5	-1	-0.1	0	i	-1.4	-7	0.8	3
CCNc1nc(NC(C)C)nc(N(C)C#N)n1	-1	0	-6	-1.0	-4	i	5.3	0	-0.4	1
CCOc1ccc(-c2nc(C#N)c(NCC3CCCO3)o2)cc1 (stereo not drawn)	-2	-5	-5	-1.7	-3	i	-1.1	-1	1.1	1
Cc1nn(C)cc1C(C)NCc1c(C(=O)N2CCCCCCC2)nc2ccc(Cl)cn12 (stereo not drawn)	0	4	1	-0.5	-3	i	-0.8	-4	0.9	-5
COc1ccccc1-c1nc(C#N)c(N2CCC(C(N)=O)CC2)o1	0	0	-10	-1.1	1	i	-0.8	5	3.6	2
Cc1cccc(C)c1NC(=O)C(C)Sc1nnc(C)n1CC1CCCO1 (stereo not drawn)	1	0	-5	-0.7	0	i	1.6	0	-0.4	3
O=S(=O)(CCSc1nc2ccccc2o1)c1nc2ccccc2s1	6	2	-6	0.3	-7	i	0.0	33	-0.8	-1
Cc1c(NCc2cc(Cl)ccc2O)c(=O)n(-c2ccccc2)n1C	-1	0	-9	-0.1	-4	i	0.2	-1	0.5	4
N#Cc1ccsc1NC(=O)CN1CCN(c2ccccn2)CC1	6	-2	4	-0.9	3	i	6.1	0	1.1	-1
O=C(NCC1COCCO1)c1ccc(OC2CCN(CCc3ccccc3)CC2)cc1 (stereo not drawn)	-6	-1	-7	0.1	4	i	0.0	1	0.9	5
CCc1ccc(C(C(=O)NC2CCCC2)N(C(=O)/C=C/C(=O)Nc2cc(C)on2)c2ccccc2C)cc1 (stereo not drawn)	-2	-2	-6	0.3	4	i	1.3	-3	-1.0	-2
CCOC(=O)C1=C(C)OC(N)=C(C#N)C1c1ccc(O)c(OC)c1 (stereo not drawn)	-4	0	-13	-0.5	-6	i	-0.4	-1	0.3	0
C#CCNC(=O)c1csc([C@@H]2O[C@H](CO)[C@@H](O)[C@H]2O)n1	3	-4	/	-0.2	-2	i	-1.1	-1	-0.6	-8
CCCNC(=O)C(CC)NC(=O)c1ccc(C#N)cc1 (stereo not drawn)	7	2	-3	0.2	-1	i	-0.2	2	0.3	3
CNc1oc(-c2ccccc2)nc1C#N	-8	0	-10	0.0	-3	i	-1.1	-1	0.9	3
Cc1ccsc1C(=O)N1CCCC(CCC(=O)NCc2ccccc2F)C1 (stereo not drawn)	3	1	-1	-0.6	-7	i	-3.2	-1	1.6	3
CC(=O)Nc1ccc(S(=O)(=O)N2CCCN(S(=O)(=O)c3ccc(C)cc3)CC2)cc1	1	-1	-9	-0.3	-9	i	0.7	-7	0.7	1
Cc1cccn2cc(-c3c[nH]c4ccccc34)nc12	0	0	-3	-0.3	-5	i	5.7	-1	0.4	-3
O=C(Cn1cnc2ccccc2c1=O)NCCC(=O)Nc1ccccc1C(F)(F)F	5	-3	2	-0.9	-8	i	-0.7	0	0.0	3
CCOC(=O)C1CCN(C(=O)Cc2c(C(=O)O)n(CC)c3ccccc23)CC1	-5	2	0	-0.7	-4	i	-0.1	2	1.8	-4
COc1ccc2[nH]c(=O)c(CN(C(=O)c3cccnc3)c3ccccc3OC)cc2c1	2	2	-6	-0.2	-2	i	-0.2	-1	0.4	4
NS(=O)(=O)c1ccc(CCNC(=O)CN2CCN(c3cccc(Cl)c3)CC2)cc1	2	-3	-2	0.2	-2	i	0.7	1	0.1	-6
CN(C)CCOC(=O)COc1ccc(Cl)cc1	-1	1	-6	-0.1	-5	i	-0.1	4	-1.1	0
CCOc1ccc(NC(=S)N(CCCN2CCOCC2)Cc2cn(C)c3ccccc23)cc1	2	3	-4	-1.4	-4	i	-0.8	-4	0.3	-2
CCCn1nc(C(=O)OCC(=O)Nc2ncc(Cl)c(C)c2Cl)c2ccccc2c1=O	9	0	-1	-0.7	-6	i	0.0	1	2.3	5
Cc1ccc(-c2nc3ccccc3s2)cc1NC(=S)NC(=O)c1cccc2ccccc12	-1	3	-7	-0.2	14	i	3.9	31	-0.8	-3
COc1cc(C(=O)NCc2ccc3c(c2)OCO3)c([N+](=O)[O-])cc1OC	-17	1	-8	-0.2	-4	i	-0.1	1	1.6	6
O=C(Nc1ccccc1F)c1ccco1	-1	0	-7	-0.8	5	i	-1.0	-1	-0.2	2
O=C(Cc1c(F)cccc1Cl)NC1CCN(Cc2ccccc2)CC1	1	0	-11	0.1	2	i	-0.7	1	0.3	4
CC(C)Cc1nnc(NC(=O)c2cc(-c3ccccc3)nc3ccccc23)s1	7	-1	0	-1.0	10	i	0.0	-6	0.6	-6
CCOC(=O)Cc1c(C)nc(Cc2ccc(OC(C)C)cc2)[nH]c1=O	-2	2	-6	0.3	-5	i	-0.3	0	1.4	0
Cc1cccc(C)c1Nc1nnc(SCC(=O)NCc2cccs2)s1	4	0	-2	-0.7	-16	i	-0.3	1	-1.5	-16
CCc1cc(=O)oc2cc(C)cc(OC(C)C(=O)O)c12 (stereo not drawn)	-2	-4	-2	0.2	3	i	-1.5	-18	2.0	7
Nc1ccc(Nc2ccccc2)c(S(=O)(=O)O)c1	58*	97*	83*	0.3	7	i	70*	97*	0.1	31
O=C(c1cccc(C(F)(F)F)c1)N1CCC(O)(CS(=O)(=O)Cc2ccccc2)CC1	0	-1	-9	-1.2	-2	i	-1.8	1	0.6	3
CCOC(=O)c1ccc(N/C=C2\CCCCC2=O)cc1	-1	5	-3	-0.8	-4	i	-1.2	-4	0.9	2
COc1ccccc1OCc1ccc(C(=O)N2CCOCC2)o1	-3	0	-4	-0.7	-3	i	0.0	4	1.1	0
O=C(CSc1nnc(C2CC2)n1Cc1ccco1)NCC(F)(F)F	-1	-4	0	-1.1	-3	i	-0.4	3	1.7	-8

For convenience, 8 of the compounds above.
SMILES	SUMO1-SIM PPI	STEP inh	Scp1 inh	Tb MetRS inh	NadD inh	Rpn11 inh	LMPTP block	DNMT1 block	MsrA inh	CSN inh
CN(C)CCOC(=O)COc1ccc(Cl)cc1	-1	1	-6	-0.1	-5	i	-0.1	4	-1.1	0
CCOc1ccc(NC(=S)N(CCCN2CCOCC2)Cc2cn(C)c3ccccc23)cc1	2	3	-4	-1.4	-4	i	-0.8	-4	0.3	-2
CCCn1nc(C(=O)OCC(=O)Nc2ncc(Cl)c(C)c2Cl)c2ccccc2c1=O	9	0	-1	-0.7	-6	i	0.0	1	2.3	5
Cc1ccc(-c2nc3ccccc3s2)cc1NC(=S)NC(=O)c1cccc2ccccc12	-1	3	-7	-0.2	14	i	3.9	31	-0.8	-3
COc1cc(C(=O)NCc2ccc3c(c2)OCO3)c([N+](=O)[O-])cc1OC	-17	1	-8	-0.2	-4	i	-0.1	1	1.6	6
O=C(Nc1ccccc1F)c1ccco1	-1	0	-7	-0.8	5	i	-1.0	-1	-0.2	2
O=C(Cc1c(F)cccc1Cl)NC1CCN(Cc2ccccc2)CC1	1	0	-11	0.1	2	i	-0.7	1	0.3	4
CC(C)Cc1nnc(NC(=O)c2cc(-c3ccccc3)nc3ccccc23)s1	7	-1	0	-1.0	10	i	0.0	-6	0.6	-6

Bioassay records deposited in PubChem BioAssay by several laboratories.
